# AmpC inh detg – qHTS Inhibitors of AmpC Beta-Lactamase (assay with detergent) | Potency, µM (titrated, usually from 114 µM), without a hit: at the highest dose activity change, negative = inhibition, hits mostly inhibitors | P00811 | AmpC hydrolysis of nitrocefin, absorbance 480 nm, 0.01% Triton | actives 0.041% (n = 370,000);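 note: potency is the fitted concentration of half-maximal effect; 0% = no-compound wells and -100% = no-enzyme wells; nearly all actives have a fitted effect of over 25% in size; some results filed as inactive show a strong effect at the top dose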
# Target sequence (P00811 whole entry, looked up): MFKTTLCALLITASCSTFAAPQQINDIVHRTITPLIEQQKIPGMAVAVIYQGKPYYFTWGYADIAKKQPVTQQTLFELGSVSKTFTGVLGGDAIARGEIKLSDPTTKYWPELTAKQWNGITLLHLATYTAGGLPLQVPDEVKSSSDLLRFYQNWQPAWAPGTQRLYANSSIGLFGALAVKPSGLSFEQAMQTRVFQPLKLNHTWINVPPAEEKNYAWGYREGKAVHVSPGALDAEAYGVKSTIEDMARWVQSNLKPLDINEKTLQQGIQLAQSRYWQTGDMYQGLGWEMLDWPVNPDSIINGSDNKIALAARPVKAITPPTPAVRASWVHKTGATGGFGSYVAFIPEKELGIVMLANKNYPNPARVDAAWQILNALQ
#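 20 mM phosphate pH 7.0 + 0.01% (detergent screen) or 0.0001% Triton X-100; 5.3 nM AmpC reagent; cpd preinc 15 min RT; nitrocefin (800 uM stock) to start; A480 q20 s × 4 min; Activity was normalised to no-enzyme and no-compound control wells.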
# AmpC no deterg – qHTS Inhibitors of AmpC Beta-Lactamase (assay without detergent); Potency, µM (titrated, usually from 57.1 µM), for the others: at the highest dose activity change, negative = inhibition, hits mostly inhibitors; AID 485341, 2010; AmpC nitrocefin hydrolysis, absorbance 480 nm, 0.0001% Triton; actives 0.52% (n = 330,000); P00811;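 note: potency is the fitted concentration of half-maximal effect; plate controls were no compound for no effect and no enzyme for full effect; nearly all actives have a fitted effect of over 20% in size; some results filed as inactive show a strong effect at the top dose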
#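 20 mM phosphate pH 7.0 + 0.01% (detergent screen) or 0.0001% Triton X-100; 5.3 nM AmpC reagent; cpd preinc 15 min RT; nitrocefin (800 uM stock) to start; A480 q20 s × 4 min; Activity was normalised to no-enzyme and no-compound control wells.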
# AMA1-RON2 inh – qHTS for Inhibitors of AMA1-RON; Towards Development of Antimalarial Drug Lead: Primary Screen. AlphaScreen AMA1-biotinylated RON2 peptide binding. AID 720542, 2013. Potency, µM (highest dose often 58.2 µM), inactives show top-dose activity change, negative = inhibition, actives largely listed as inhibitors. Plasmodium falciparum AMA1 (3D7) - RON2 peptide interaction. actives 0.2% (n = 360,000);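 note: potency is the fitted concentration of half-maximal effect; 0% = vehicle wells and -100% = peptide control; nearly all actives have a fitted effect of over 45% in size; some results filed as inactive show a strong effect at the top dose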
#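 AMA1 (3D7) with his tag at 25 nM final met compounds first, then biotinylated RON2 peptide at 25 nM; detection used donor plus acceptor beads, 10 µg/mL apiece, read by AlphaScreen after 30 min at room temperature.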
# HCMV antiviral – qHTS Assay for inhibitors of the human cytomegalovirus (HCMV) | HFF cells, HCMV-luciferase reporter, 72 h; stronger effect = lower value | activity change, negative = inhibition, % at 57.5 µM | actives 4.5% (n = 410,000) | AID 1259415, 2018; in the data active = activity change below about -60%; inconclusive = no clear call, values can overlap the other calls; inactive = above about -39%
#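 HFF cells seeded 16 h at 37C, treated with compounds, infected with luciferase-reporter HCMV at MOI 1 PFU/cell; luciferase read at 72 h post infection, normalized to buffer-only and Salinomycin controls.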
# Giardia FBPA inh – qHTS Assay for Inhibitors of Fructose-1,6-bisphosphate Aldolase from Giardia Lamblia. actives 0.71% (n = 290,000). Potency, µM (titrated, usually from 59.6 µM), without a hit: at the highest dose activity, negative = inhibition, usual class: inhibitors. AID 2451, 2010. A8B2U2. purified Giardia FBPA; note: potency is the fitted concentration of half-maximal effect; nearly all actives have a fitted effect of over 55% in size
# Target sequence (A8B2U2 whole entry, looked up): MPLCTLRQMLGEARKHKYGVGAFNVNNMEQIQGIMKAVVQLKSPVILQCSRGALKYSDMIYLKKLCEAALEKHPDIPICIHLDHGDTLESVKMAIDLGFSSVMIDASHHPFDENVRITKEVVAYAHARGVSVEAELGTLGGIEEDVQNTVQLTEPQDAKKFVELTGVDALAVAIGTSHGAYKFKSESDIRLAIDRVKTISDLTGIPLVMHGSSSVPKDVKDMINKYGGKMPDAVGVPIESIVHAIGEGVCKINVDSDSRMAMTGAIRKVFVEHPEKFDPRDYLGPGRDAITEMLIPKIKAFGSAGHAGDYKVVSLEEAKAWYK
#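 Giardia FBPA (40 nM reagent) was preincubated 10 min at RT with compound (up to 57.5 uM final), then substrate plus GAPDH/TPI/NAD/arsenate coupling system with diaphorase/resazurin was added; resorufin fluorescence (525/598 nm) was read after 20 min.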
# Sm TGR inh – qHTS Assay for the Inhibitors of Schistosoma Mansoni Peroxiredoxins | Schistosoma mansoni thioredoxin glutathione reductase (TGR), Q962Y6 | purified TGR, DTNB reduction, TNB absorbance 405 nm | Potency, µM (doses to about 114 µM), without a hit: at the top dose activity change, negative = inhibition, hits mostly inhibitors | actives 3% (n = 360,000) | AID 485364, 2010; note: potency is the fitted concentration of half-maximal effect; nearly all actives have a fitted effect of over 60% in size
#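 First, TGR (20 nM dispensed) and NADPH were mixed with compound. Second, a 15 min room-temperature incubation followed. Third, further NADPH and then DTNB were added to start the reaction. Finally, TNB absorbance was monitored kinetically.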
# Starred values were filed as active, the others as inactive; ? = inconclusive; . = not tested or not shown; & = joins results of further samples; [ ] = another dose, or the depositor's remark. Unless noted, calls come from the whole dose curve; as a rule, active = well fitted curve in the direction sought with a large enough effect; inconclusive = small, poorly fitted or top-dose-only effect, or another doubt; inactive = no such curve, though single readings can be large; an effect the other way counts as inactive or inconclusive. Unless noted, % is set by controls: 0 for no effect and ±100 for the full control effect. Compounds were not picked by outcome (roughly 7.8% active in at least one column).
entry	compound	Giardia FBPA inh	HCMV antiviral	AMA1-RON2 inh	Sm TGR inh	AmpC no deterg	AmpC inh detg
1	CN(CC(=O)NC1CCN(Cc2ccccc2)CC1)S(=O)(=O)c1ccc2c(c1)c(=O)n(C)c(=O)n2C	14%	-8	?	0%	-8%	3%
2	CSc1nnc(Cc2cc(=O)[nH]c(=O)[nH]2)n1-c1cc(C)ccc1C	-2%	61	8%	-23%	-3%	-2%
3	O=C(c1ccc(O)cc1)c1ccc(O)cc1O	11%	-3	2%	9%	-24%	0%
4	COc1ccc(C(C)=O)cc1CSc1ncccn1	0%	?	14%	-28%	-16%	0%
5	Cc1cc(C)c(C(=O)CC(=O)c2ccccc2Cl)c(O)c1	-5%	-70*	49%[activator]	9%	-29%	3%
6	Cc1nn(C)c(C)c1/C=N/N=C1\CCC2C3CCc4cc(O)ccc4C3CCC12C (stereo unspecified)	-4%	?	-10%	29%	-7%	?
7	C=CCn1c(CCNC(=O)c2cccs2)nnc1SCC(=O)Nc1cccc(C(C)=O)c1	-1%	-7	-2%	-3%	-5%	?
8	O=[N+]([O-])c1ccc(Sc2nnnn2-c2ccccc2)nc1	0%	-88*	-9%	14µM*	12%	1%
9	CC12CN3CC(C)(CN(C1)C3c1ccc(Cl)cc1)C2 (stereo unspecified)	5%	54	28%	1%	-3%	-12%
10	Cc1scc(C(=O)NNC(=S)NCC(C)C)c1C	-4%	-1	43%[activator]	1%	-21%	-7%
11	CCn1cnc2cc(NC(=O)c3ccc(C)cc3)ccc21	?	-5	-2%	-1%	-23%	-13%
12	COc1ccc(C2CC(=O)c3cnc(Nc4cc(C)cc(C)c4)nc3C2)cc1 (stereo unspecified)	.	-14	-6%	2%	0%	-9%
13	CC1CC(C)CN(S(=O)(=O)c2ccc(NC(=O)CCNC(=O)c3ccc([N+](=O)[O-])cc3)cc2)C1 (stereo unspecified)	.	0	-11%	7%	-16%	6%
14	CC(C)CCN1CCNC(=O)C1CC(=O)N(C)CCCN1CCOCC1 (stereo unspecified)	4%	21	14%	-33%	2%	?
15	O=C(COc1nncc2ccccc12)Nc1ccc(Br)cc1F	-2%	9	3%	-3%	-27%	?
16	Cc1ccc(C(=O)OCC(=O)Nc2nc(-c3ccccc3)cs2)cc1NC(=O)c1ccco1	-3%	-26	28%	.	-40%	2%
17	O=[N+]([O-])c1ccc(Sc2cccc3cccnc23)c([N+](=O)[O-])c1	?	-106*	-2%	-11%	-22%	0%
18	COc1ccc(Br)cc1CN(C)C(=O)C1CC(=O)N(C2CCCC2)C1 (stereo unspecified)	.	-21	-1%	.	37%	.
19	COc1cc(-c2nc(-c3ccccc3)c(-c3cc([N+](=O)[O-])ccc3C)[nH]2)cc(OC)c1OC	-20%	-73*	-28%	5%	80%[activator]	-13%
20	Cc1[nH]c2ccccc2c1C(=O)C(C)Sc1nnc(C2CC2)o1 (stereo unspecified)	.	0	1%[11.6 µM]	-3%	-26%	-5%
21	c1ccc(N2CCN(c3cnc4ccccc4n3)CC2)cc1	-10%	77	34%[activator]	-21%	20%	-5%
22	C=CCNC(=O)c1onc(CSc2cc(C)ccc2C)c1C(=O)O	5%	7	-6%	-3%	-23%	0%
23	Cc1ccccc1OCCn1c(CCNC(=O)C(C)C)nc2ccccc21	13%	17	0%[11.6 µM]	-12%	120%[activator]	-1%
24	CSc1nsc(NC(=O)Cc2ccccc2)n1	0%	24	8%	-2%	-24%	-2%

# Filtered by structure, the compounds so far with an NH in an aromatic ring (3)
entry	compound	Giardia FBPA inh	HCMV antiviral	AMA1-RON2 inh	Sm TGR inh	AmpC no deterg	AmpC inh detg
2	CSc1nnc(Cc2cc(=O)[nH]c(=O)[nH]2)n1-c1cc(C)ccc1C	-2%	61	8%	-23%	-3%	-2%
19	COc1cc(-c2nc(-c3ccccc3)c(-c3cc([N+](=O)[O-])ccc3C)[nH]2)cc(OC)c1OC	-20%	-73*	-28%	5%	80%[activator]	-13%
20	Cc1[nH]c2ccccc2c1C(=O)C(C)Sc1nnc(C2CC2)o1 (stereo unspecified)	.	0	1%[11.6 µM]	-3%	-26%	-5%

# Remaining list, next part
entry	compound	Giardia FBPA inh	HCMV antiviral	AMA1-RON2 inh	Sm TGR inh	AmpC no deterg	AmpC inh detg
25	Fc1ccccc1Nc1ncnc2c1nc1n2CCCCC1	.	125	.	0%	.	3%
26	CCOc1ccccc1NC(=O)CCNC(=O)Cn1ccc2ccccc2c1=O	1%	-22	-8%	4%	-16%	-11%
27	COc1ccc(-c2nc(CN3CCC(C(=O)NCCN(CC(C)C)CC(C)C)CC3)c(C)o2)cc1OC	.	0	.	-7%	.	-3%
28	Cc1cc2nc(C)c(Cc3ccccc3)c(=O)n2[nH]1	-5%	87	19%	-25%	-24%	-11%
29	Cc1cccc(NC(=O)CCNS(=O)(=O)c2cccc3nsnc23)c1	-5%	47	-7%	1%	-12%	-1%
30	Cc1nc(SCC(=O)c2ccc(F)cc2)c([N+](=O)[O-])[nH]1	-2%	26	-4%	3%	-19%	-13%
31	N#Cc1nc(-c2ccc(Cl)cc2)oc1NCCc1ccccn1	5%	31	-9%	1%	-7%	4%
32	Cc1ccnc(NC(=O)COC(=O)C23CC4CC(CC(C4)C2)C3)n1	-3%	-22	-10%	10%	-19%	-8%
33	N#CCOC(=O)c1cc(S(=O)(=O)N2CCCCC2)ccc1N1CCOCC1	.	-26	-13%	-1%	-4%	6%
34	CC(C)C(=O)N1CCN(c2c(Cl)cccc2[N+](=O)[O-])CC1	1%	-13	-5%	6%	3%	1%
35	Cc1ccc(SCC(=O)NC(=O)NCCC(C)C)c(C)c1	7%	12	0%	2%	-19%	3%
36	CCN(CC)CCNC(=O)CN1N=C(c2ccc(OC)cc2)CCC1=O	.	29	.	0%	.	1%
37	CCCCc1ccc(C(=O)O)nc1	16µM*	25	-76%	-14%	-10%	?
38	Cc1ccc(NC(=O)c2cc3c(=O)n(Cc4cccnc4)ccc3nc2C)cc1F	.	-2	.	-2%	.	-4%
39	CN(CCOc1ccc(CC2SC(=O)NC2=O)cc1)c1ccccn1 (stereo unspecified)	13%	-4&12	-5%&-2%	.	.	.
40	COc1ccc(S(=O)(=O)N/N=C(/C)c2ccncc2)cc1	-3%	-32	0%	-27%	-13%	6%
41	CCc1ccccc1N(C)C(=O)c1sc2nc3n(c(=O)c2c1C)CCCCC3	.	2	.	-11%	.	7%
42	CC(C)CC1NC(=O)N(CC(=O)Nc2ccc3c(c2)OCCO3)C1=O (stereo unspecified)	.	?	4%	3%	-15%	6%
43	CC(=O)c1ccc(S(=O)(=O)N2CCN(C(C)C(=O)N(C)Cc3ccccc3)CC2)cc1 (stereo unspecified)	.	-4	-2%	.	112%[activator]	.
44	Cc1ccc(SCC(=O)OCC(=O)NC2(C#N)CCCCC2)cc1	.	-6	-12%	0%	2%	-4%
45	CC(=O)NC(=S)Nc1ccc(NC(=S)NC(=O)c2ccc([N+](=O)[O-])cc2)cc1	0%	-34	0%	-2%	-7%	2%
46	Cc1cc(NCc2ccco2)n2c(nc3ccccc32)c1C#N	-7%	-13	1%	-27%	-5%	?
47	CCCn1nnc(NC(=S)NC(=O)/C=C/c2ccc(Cl)cc2)n1	-30%	7	58%[activator]	1%	-24%	-2%
48	CCOC(=O)c1c(C)oc2ccc(NS(=O)(=O)c3ccc4c5c(cccc35)C(=O)N4)cc12	0%	-29	-4%	1%	-34%	-11%
49	CCCNS(=O)(=O)c1ccc(CCC(=O)N2CCC(C)CC2)cc1	1%	-31	-23%	1%	20%	?
50	Cc1csc(NC(=O)CCCc2cccs2)n1	-1%	31	-2%	-1%	-36%	2%
51	N#Cc1ccccc1CSc1nc(O)cc(=O)[nH]1	1%	24	-5%	0%	-22%	-4%
52	CCSc1ccccc1C(=O)Nc1cccnc1	7%	-2	-6%	-13%	-16%	-10%
53	Cn1c(SCc2cccc(F)c2)nnc1-c1cnccn1	4%	11	-6%	-2%	-2%	0%
54	CN(c1cccc(NC(=O)c2ccccc2N(Cc2ccccc2)S(C)(=O)=O)c1)S(C)(=O)=O	11%	39	-3%	-25%	26%	-18%
55	Cc1ccc(S(=O)(=O)N2CCCCC2)cc1NS(=O)(=O)c1cccc(C(=O)O)c1	12%	13	-4%	6%	-24%	?
56	Cc1ccnc(N2CCC(C(=O)Nc3nnc(C)s3)CC2)n1	1%	100	?	5%	-1%	-12%
57	O=C(COC(=O)c1cc(-c2ccccc2Cl)nc2ccccc12)Nc1ncc(C(F)(F)F)cc1Cl	1%	26	-12%	-14%	-40%	-5%
58	COc1cc(OC)c2c(c1)OCC1CON(C)C21 (stereo unspecified)	4%	-4	-4%	5%	-17%	3%
59	COc1ccc(-n2nc(C(=O)NCC(=O)Nc3cccc(Cl)c3)c3ccccc3c2=O)cc1	11%	-17	-1%	-4%	-14%	-6%
60	CCC(NC(=O)c1ccccc1NC(=O)c1ccco1)C(=O)NNC(=O)c1ccc(OC)cc1 (stereo unspecified)	6%	35	82%[activator]	-3%	?	-11%
61	O=C(NCc1ccccn1)C1CCN(S(=O)(=O)N2CCCC2)CC1	1%	-15	22%	4%	-11%	?
62	COc1ccc(NC2=NCC(C)S2)cc1 (stereo unspecified)	7%	4	4%	9%	-11%	-10%
63	Cc1sc(NC(=O)C2CC=CCC2C(=O)O)c(C(=O)OC(C)C)c1C (stereo unspecified)	?	5	0%	5%	-11%	7%
64	O=C(c1ccccc1)c1nn(-c2ccc(Cl)cc2)cc1C(=O)c1cc2ccccc2oc1=O	-1%	18	-5%	0%	-12%	-2%
65	COc1cc2c(-c3cccc(Cl)c3)nc3c(c(C)nn3-c3ccccc3)c2cc1OC	.	16	.	20%	.	9%
66	COc1ccc(/C=C(\NC(=O)c2ccc(Cl)cc2)C(=O)NCC2CCCO2)cc1OC (stereo unspecified)	-6%	-24	-21%	-5%	11%	?
67	COc1ccccc1S(=O)(=O)Cc1ccc(C(=O)NC(C)c2ccc3c(c2)OCCO3)o1 (stereo unspecified)	4%	-2	4%	40µM*	8%	0%
68	COc1cc(OC)cc(C(=O)NCCOC23CC4CC(CC(C4)C2)C3)c1	-2%	-33	-10%	-6%	34%	-6%
69	O=C(NC1CCCC1)c1cc(-c2ccc(Cl)c(Cl)c2)on1	-8%	43	15%	-3%	-27%	1%
70	COc1ccc(S(=O)(=O)CCC(=O)NCc2ccc(C)o2)cc1	-3%	9	0%	?	-24%	-7%
71	COc1ccc(S(=O)(=O)NC2CC(C)(C)NC(C)(C)C2)c(C)c1C	-1%	7	.	0%	-17%	0%
72	Cc1ccc(NC(=O)C2CCCN(C3=NS(=O)(=O)c4ccccc43)C2)c(O)c1 (stereo unspecified)	.	1	-1%	-14%	-34%	-14%

# Assay outcomes from PubChem.
